ELG1 genotoxic – genotoxicity induction in ELG1-luciferase HEK293T cells; HEK293T ELG1-luciferase reporter, luminescence, 16 h; Potency, µM (series often up to 46 µM), for inactives: at the highest dose activity change, positive = activation, hits mostly activators; actives 1.3% (n = 330,000); note: % of control where 0% means no effect; nearly all actives have a fitted effect of over 60% in size
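16 hr compound incubation (37 °C, 5% CO2) of HEK293T cells carrying luciferase-tagged ELG1; luciferase then measured by ONE-Glo luminescence after 30 min at RT.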
FLuc modulator – counter-screen for miR-21 project: firefly luciferase inhibitors or activators | P08659 | purified FLuc, Km substrates, luminescence inhibition | Potency, µM (doses to about 57.5 µM), for the others: top-dose activity change, negative = inhibition, actives largely listed as inhibitors | actives 6.9% (n = 360,000) | AID 588342;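 note: plate controls were vehicle for no effect and reference inhibitor for full effect; nearly all actives have a fitted effect of over 55% in size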
Target sequence (P08659 whole entry, looked up): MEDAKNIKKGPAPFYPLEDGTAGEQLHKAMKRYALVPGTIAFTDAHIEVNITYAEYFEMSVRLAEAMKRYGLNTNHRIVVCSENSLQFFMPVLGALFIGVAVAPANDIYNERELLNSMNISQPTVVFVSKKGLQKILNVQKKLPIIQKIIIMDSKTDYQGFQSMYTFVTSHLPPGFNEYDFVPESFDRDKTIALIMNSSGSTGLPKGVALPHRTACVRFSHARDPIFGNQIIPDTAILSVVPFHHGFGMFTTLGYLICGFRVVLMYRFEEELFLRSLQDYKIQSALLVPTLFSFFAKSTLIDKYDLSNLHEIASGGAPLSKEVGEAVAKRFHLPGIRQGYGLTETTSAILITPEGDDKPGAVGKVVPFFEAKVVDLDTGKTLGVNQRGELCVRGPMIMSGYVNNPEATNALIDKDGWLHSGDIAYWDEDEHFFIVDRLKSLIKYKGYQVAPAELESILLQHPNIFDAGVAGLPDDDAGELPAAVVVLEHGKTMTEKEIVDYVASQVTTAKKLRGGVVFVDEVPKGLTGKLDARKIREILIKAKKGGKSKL
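Purified P. pyralis luciferase, 10 nM final, with Km-level 10 uM D-luciferin and 10 uM ATP in 50 mM Tris acetate pH 7.5, 10 mM Mg acetate, 0.01% Tween-20, 0.05% BSA; 6-point qHTS titration about 60 µM downward; luminescence read.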
p53 reactivator – restores transcriptional activity of mutant p53. H1299 p53-A138V BP100-luciferase reporter, luminescence, 24 h. Potency, µM (series often up to 92.2 µM), without a hit: at the highest dose activity change, positive = activation, hits mostly activators. actives 0.063% (n = 320,000). AID 504706; note: % of control where 0% means no effect; nearly all actives have a fitted effect of over 45% in size
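H1299 (p53-null), stable ts p53-A138V + BP100-Luc; 1000 cells/well, Opti-MEM/10% FBS; cpd 4 pt, 1:5; 24 h, 37 deg C, 5% CO2; detection reagent 10 min RT; luminescence.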
RORg inh – inhibitors of mouse ROR gamma transcriptional activity | AID 2551 | P51450 | actives 5.4% (n = 310,000) | Potency, µM (highest dose often 53.6 µM), inactives show top-dose activity change, negative = inhibition, usual class: inhibitors | Drosophila S2 Gal4-RORgamma UAS-luciferase reporter, 20 h; note: % is set by controls: 0 for no effect and ±100 for the full control effect; nearly all actives have a fitted effect of over 60% in size
Target sequence (P51450 whole entry, looked up, the tested form may be a part): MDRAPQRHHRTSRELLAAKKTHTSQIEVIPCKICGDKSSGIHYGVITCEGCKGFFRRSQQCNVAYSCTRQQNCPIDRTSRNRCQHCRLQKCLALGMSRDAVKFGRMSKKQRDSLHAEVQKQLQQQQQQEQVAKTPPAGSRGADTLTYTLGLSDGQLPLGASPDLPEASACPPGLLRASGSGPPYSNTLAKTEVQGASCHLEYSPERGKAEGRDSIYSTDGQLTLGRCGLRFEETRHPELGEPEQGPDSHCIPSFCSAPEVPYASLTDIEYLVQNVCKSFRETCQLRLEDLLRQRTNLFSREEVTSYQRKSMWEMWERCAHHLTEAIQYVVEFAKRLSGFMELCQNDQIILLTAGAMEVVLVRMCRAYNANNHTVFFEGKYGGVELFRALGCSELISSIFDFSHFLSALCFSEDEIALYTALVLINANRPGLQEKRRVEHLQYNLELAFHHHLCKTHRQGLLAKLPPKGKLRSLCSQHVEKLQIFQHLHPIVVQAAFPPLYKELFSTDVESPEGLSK
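Drosophila S2 cells stably expressing Gal4-DBD/mouse RORγ fusion under metallothionein promoter plus UAS-luciferase; compound 1 h, then 700 uM CuSO4 induction for 20 h at ambient temperature; inhibition read as reduced luminescence.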
Rab9 prom act – activates the Rab9 promoter; Potency, µM (top dose mostly 9.22 µM), for the others: at the highest dose activation, negative = inhibition, most hits filed as activators; Huh7 Rab9 promoter-luciferase reporter, luminescence, 24 h; actives 2.8% (n = 320,000); note: % of control where 0% means no effect; nearly all actives have a fitted effect of over 60% in size
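Quantitative HTS format; Huh7 Rab9-luciferase reporter cells (1500/well) receive compound 2 h post-plating, incubate 24 h at 37 °C, then get luciferase reagent for 10 min before luminescence reading.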
MLL CXXC-DNA inh – inhibitors of human MLL CXXC domain-DNA interaction; MLL-CXXC / FITC-HOXA9 DNA fluorescence polarization; Potency, µM (highest dose often 115 µM), without a hit: at the top dose activity change, negative = inhibition, usual class: inhibitors; actives 0.037% (n = 290,000); AID 2662; active = well fitted inhibition curve with a large enough effect in the polarisation, with a control signal flat, not every such curve was filed as active; inconclusive = small, poorly fitted or top-dose-only effect, or effect the other way, or a change in a side signal; inactive = no such curve, though single readings can be large or run the other way; the % refers to the polarisation
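Fluorescence polarization: 7 uM MLL-CXXC (stock) preincubated 5 min with compounds, then 50 nM fluorescein-HOX-A9 DNA (stock) added; 30 min ambient. Buffer 50 mM Tris-HCl pH 7.5, 50 mM NaCl, 1 mM DTT, 0.05% BSA.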
NPC1 promoter act – activates the NPC1 promoter; Huh7 NPC1 promoter luciferase reporter, 24 h; actives 2.4% (n = 320,000); Potency, µM (top dose mostly 9.22 µM), for the others: top-dose activation, most hits filed as activators;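 note: % of control where 0% means no effect; nearly all actives have a fitted effect of over 60% in size; reporter is driven by a mutant NPC1 promoter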
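Readout is luciferase luminescence, reflecting NPC1 promoter activation in stably transfected Huh7 cells after 24 h compound exposure at 37 °C in reduced-serum medium with 10% FBS.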
Gal4-VP16 FLuc – counter-screen for ROR gamma inhibitors: Gal4-VP16 reporter. Drosophila S2 Gal4-VP16 UAS-luciferase, luminescence, 20 h. Potency, µM (doses to about 53.6 µM), without a hit: at the top dose activity, negative = inhibition, actives largely listed as inhibitors. actives 3.5% (n = 310,000). AID 2546;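 note: Gal4-VP16 expression switched on by copper sulfate through the metallothionein promoter; % is set by controls: 0 for no effect and ±100 for the full control effect; nearly all actives have a fitted effect of over 50% in size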
uPA generation – blocks generation of uPA at the cell surface; cell surface uPA generation assay, qHTS; Potency, µM (doses to about 38.3 µM), inactives show at the top dose activity change, negative = inhibition, usual class: inhibitors; actives 0.31% (n = 330,000); AID 540303; active = well fitted inhibition curve with a large enough effect; inconclusive = small, poorly fitted or top-dose-only effect; inactive = no such curve, though single readings can be large or run the other way; tested in mouse RAW 264.7 cells; note: % is set by controls: 0 for no effect and ±100 for the full control effect; nearly all actives have a fitted effect of over 55% in size
BRCA1 expr act – activators of BRCA1 expression | actives 1.1% (n = 380,000) | MCF7-BRCA1-FFLuc reporter, luminescence, 48 h; response scale: scaled: vehicle 0%, 10 µM genistein 100% | Potency, µM (doses to about 46.1 µM), for the others: at the top dose activation, actives largely listed as activators; note: nearly all actives have a fitted effect of over 80% in size; some results filed as inactive show a strong effect at the top dose
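MCF7 cells carrying a BRCA1-firefly luciferase reporter (2000 cells/well, phenol-red free MEM) were attached for 2 h at 37 °C, then given compounds for 48 h. Luminescence was read 15 min after luciferase reagent; activity normalized to genistein (10 microM) and DMSO.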
MBNL1 CUG block – MBNL1-poly(CUG) RNA binding inhibition; Q9NR56; TR-FRET MBNL1-His/biotin-(CUG)12 binding, 665/545 ratio; Potency, µM (titrated, usually from 57.5 µM), without a hit: at the highest dose activity change, negative = inhibition, actives largely listed as inhibitors; actives 0.036% (n = 280,000); active = well fitted inhibition curve with a large enough effect in the signal ratio, with a control signal flat, not every such curve was filed as active; inconclusive = small, poorly fitted or top-dose-only effect, or effect the other way, or a change in a side signal; inactive = no such curve, though single readings can be large or run the other way; the % refers to the signal ratio; note: % is set by controls: 0 for no effect and ±100 for the full control effect
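Inhibition of protein-RNA binding appears as loss of TR-FRET between terbium anti-His antibody on MBNL1-His and streptavidin-XL665 on biotin-(CUG)12. Activity is normalized to buffer-only and uninhibited-complex controls.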
* = called active by the depositor; ? = inconclusive; / = not tested or not shown; & = joins results of further samples; [ ] = remark or other dose. Unless noted, calls come from the whole dose curve; as a rule, active = well fitted curve in the direction sought with a large enough effect; inconclusive = small, poorly fitted or top-dose-only effect, or another doubt; inactive = no such curve, though single readings can be large; an effect the other way counts as inactive or inconclusive. Potency is the fitted concentration of half-maximal effect. Some of the compounds tested; rates above refer to the full screens.

nr	Molecule	ELG1 genotoxic	FLuc modulator	p53 reactivator	RORg inh	Rab9 prom act	MLL CXXC-DNA inh	NPC1 promoter act	Gal4-VP16 FLuc	uPA generation	BRCA1 expr act	MBNL1 CUG block
1	S=C(NCCc1ccccc1)NCc1cccs1	?	?	21%	11µM*	?	18%	?	-84%	1%	?	/
2	O=C(Nc1ccccc1-c1ccccc1)c1cccs1	-1%	5%	-4%	28%	-10%	-14%	-3%	?	-5%	-7%	7%
3	COC(=O)c1ccccc1-n1c(C)nc(=O)c(-c2ccccc2)c1C	/	-2%	2%	-8%	3%	1%	2%	0%	2%	-6%	0%
4	CCCNC(=O)c1cc(Cl)c(NC(=O)C2=CSCCO2)cc1OC	17%	19µM*	8%	22%	?	43%[activator]	?	4%	-13%	7.9µM*	0%
5	CCOP(=O)(OCC)/C(=C/N1CCCCC1)NC(=O)c1ccccc1	1%	-14%	5%	12%	-1%	-13%	1%	6%	5%	13%	0%
6	O=C(c1nc2ccccn2c1CNCCn1ccc2ccccc21)N1CCOCC1	-2%	-2%	-5%	-3%	-3%	-7%	3%	1%	7%	-10%	-10%
7	CC(c1ccccc1)N1CC(C(=O)Nc2ccc(F)cc2)CC1=O (configuration not stated)	-2%	1%	-6%	/	-2%	/	-8%	/	3%	-2%	/
8	COc1ccc(C(=O)/C=C/c2ccccc2C(F)(F)F)cc1	-1%	12µM*	?	-26%	1%	0%	15%	23%	?	36%	2%
9	CCc1ccc(CN(C(=O)c2oc3ccccc3c2C)C2CCS(=O)(=O)C2)cc1 (configuration not stated)	0%	0%	3%	3%	1%	/	-4%	-3%	9%	-25%	4%
10	CC(C)[C@@H](C(=O)NC1CCN(Cc2ccccc2)CC1)N1C(=O)N2CCc3c([nH]c4ccccc34)[C@@]2(C)C1=O	-7%	3%	/	-9%	-4%	1%	0%	3%	?	-53%	-13%
11	COc1cc(C(=O)OCC(=O)c2ccccc2)cc2c1OCCO2	-3%	?	10%	/	16%	/	16%	/	6%	23%	/
12	CCCCOc1ccc(NC(=O)Nc2nnc(C)s2)cc1	5%	?	-1%	6%	-1%	4%	-1%	22%	-1%	-51%	-2%

Sorted by molar mass (highest first): 3 of the compounds above.
nr	Molecule	ELG1 genotoxic	FLuc modulator	p53 reactivator	RORg inh	Rab9 prom act	MLL CXXC-DNA inh	NPC1 promoter act	Gal4-VP16 FLuc	uPA generation	BRCA1 expr act	MBNL1 CUG block
4	CCCNC(=O)c1cc(Cl)c(NC(=O)C2=CSCCO2)cc1OC	17%	19µM*	8%	22%	?	43%[activator]	?	4%	-13%	7.9µM*	0%
5	CCOP(=O)(OCC)/C(=C/N1CCCCC1)NC(=O)c1ccccc1	1%	-14%	5%	12%	-1%	-13%	1%	6%	5%	13%	0%
2	O=C(Nc1ccccc1-c1ccccc1)c1cccs1	-1%	5%	-4%	28%	-10%	-14%	-3%	?	-5%	-7%	7%

The list continues:
nr	Molecule	ELG1 genotoxic	FLuc modulator	p53 reactivator	RORg inh	Rab9 prom act	MLL CXXC-DNA inh	NPC1 promoter act	Gal4-VP16 FLuc	uPA generation	BRCA1 expr act	MBNL1 CUG block
13	Cc1ccc2oc(-c3ccccc3)nc2c1	?	0.6µM*	?	?	3.2µM*	-5%	1.1µM*	?	3%	?	3%
14	Cc1occc1-c1nnc(SCC(=O)N2CCOCC2)o1	0%	-2%	-3%	-6%	0%	0%	4%	29%	-1%	3%	3%
15	O=S1(=O)CCC(NS(=O)(=O)c2ccc3ccccc3c2)C1 (configuration not stated)	1%	2%	0%	-7%	-2%	39%[activator]	-4%	4%	3%	-9%	10%
16	COc1ccc(OC)c(/C=C/C(=O)OCC(=O)NC2CCCCCCC2)c1	0%	-1%	-9%	/	2%	/	1%	/	-2%	9%	/
17	COc1ccc(OC)c(NC(=O)Cc2coc3ccc(C)cc23)c1	-6%	-2%	-8%	?	1%	0%	0%	17%	14%	-47%	0%
18	CCOCCCn1c(SC(C)C(=O)NCC2CCCO2)nc2sc(C)c(C)c2c1=O (configuration not stated)	3%	-3%	2%	/	-3%	/	0%	/	7%	-10%	/
19	COc1ccc(C(=O)N2CCC(CCC(=O)Nc3cccc(C)c3)CC2)cc1	1%	-14%	-2%	22%	0%	-1%	-2%	-11%	5%	-9%	-1%
20	COc1cccc(CNC(=O)c2n[nH]c3ccccc23)c1	13%	27µM*	1%	34%	25%	4%	19%	28%	-6%	11µM*	-11%
21	Nc1ccc(S(=O)(=O)Nc2ccnn2-c2ccccc2)cc1	-2%	2%	1%	32%	1%[46.1 µM]	22%	7%[46.1 µM]	6%	-6%	6%&27%&14%	-28%
22	CCCCC1CCC(/C(N)=N/O)CC1 (configuration not stated)	-11%	-1%	-13%	-27%	-1%	-4%	0%	-11%	-2%	-32%	-1%
23	COc1ccc(OC)c(NC(=O)CN(C)S(=O)(=O)c2ccc(Cl)cc2)c1	-9%	5%	0%	37%	-20%	7%	0%	?	3%	-7%	-7%
24	COc1ccccc1NC(=O)CSc1n[nH]c(Cc2ccccc2)n1	-1%	-4%	-3%	10%	12%	-14%	4%	3%	-5%	-50%	7%
25	CCOC(=O)C1=C(CC)Nc2ccccc2N=C1NC(=O)c1cccc(S(=O)(=O)N2CCOCC2)c1	-1%	4%	-8%	/	-3%	/	1%	/	-8%	-14%	/
26	O=C1CSC(c2cccnc2)N1Cc1ccc(Cl)c(Cl)c1 (configuration not stated)	-1%	0%	-6%	-14%	0%	20%	6%	5%	-12%	-28%	-5%
27	Cc1cccc(C(=O)NC(C(=O)Nc2ccccc2N2CCOCC2)C(C)C)c1 (configuration not stated)	-8%	-1%	1%	2%	0%	-10%	0%	1%	2%	-19%	-1%
28	Cc1cc(C(=O)CSc2nnc(-c3ccc(Cl)cc3)n2C)c(C)n1CC1CCCO1 (configuration not stated)	0%	-1%	-1%	19%	0%	1%	4%	-1%	10%	-25%	-12%
29	CCNS(=O)(=O)c1ccc(CCC(=O)NCc2ccc3c(c2)OCO3)cc1	0%	0%	/	/	2%	0%	-4%	/	1%	1%	-8%
30	O=C(O)C1C2C=CC(C2)C1C(=O)NCCCN1CCCC1=O (configuration not stated)	2%	1%	16%	-26%	-3%	-5%	-3%	-16%	-2%	0%	-3%
31	Cc1nn(-c2ccc(Cl)cc2Cl)c(C)c1C(=O)O	3%	-12%	8%	1%	-2%	-1%	1%	-11%	-1%	-2%	-4%
32	COc1ccc(/C=N/N2CCOCC2)cc1Cn1nc(C)c([N+](=O)[O-])c1C	0%	-14%	-5%	-30%	-2%	-9%	-1%	-4%	8%	-13%	/
33	O=C(NC1CCCc2ccccc21)c1cn2ccccc2n1 (configuration not stated)	8%	-14%	-1%	34%	8%	-10%	4%	9%	-1%	-1%	-3%
34	O=C(NCc1ccc2c(c1)OCO2)c1nc(Cn2cc([N+](=O)[O-])cn2)no1	0%	-2%	0%	5%	0%	-1%	4%	-7%	2%	-3%	19%
35	COc1ccc(CNc2nc3nc(C)c(Cl)c(C)n3n2)cc1	?	?	14%	14%	27%	-1%	29%	18%	6%	?	-1%
36	CC(C)(C)OC(=O)N1CCC(Cc2cc(-c3cccnc3)no2)(C(=O)O)CC1	1%	-1%	8%	/	-1%	/	-10%	/	0%	6%	/
37	COc1ccc(Br)cc1C1NC(=O)NC(C)=C1C(=O)N(C)C (configuration not stated)	0%	4%	-4%	4%	0%	13%	0%	0%	4%	12%[1.84 µM]	-1%
38	COc1ccccc1/C=C/C=N/NC(=O)c1cnccn1	13%	?	4%	?	23%	-9%	14%	?	-7%	-5%	?

Compounds 1 through 2, quoted:
nr	Molecule	ELG1 genotoxic	FLuc modulator	p53 reactivator	RORg inh	Rab9 prom act	MLL CXXC-DNA inh	NPC1 promoter act	Gal4-VP16 FLuc	uPA generation	BRCA1 expr act	MBNL1 CUG block
1	S=C(NCCc1ccccc1)NCc1cccs1	?	?	21%	11µM*	?	18%	?	-84%	1%	?	/
2	O=C(Nc1ccccc1-c1ccccc1)c1cccs1	-1%	5%	-4%	28%	-10%	-14%	-3%	?	-5%	-7%	7%
